STEP inh: STEP (human) phosphatase inhibition; inhibition, % at 20 µM; recombinant STEP, OMFP fluorogenic substrate, fluorescence; AID 588621; actives 0.25% (n = 360,000);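 active = inhibition at 20 µM, scaled per plate between control wells, above about 37%, limit read from the data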;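 note: 0% = DMSO with enzyme and substrate and 100% = substrate only without enzyme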
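Also added – OMFP at 25 µM · Test system – STEP tyrosine phosphatase · Technique – FITC-channel fluorescence of OMFP product · Schedule – 20 min at room temperature, dark · Evaluation – control-normalized % inhibition with plate pattern correction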
SUMO1 PPI mod: modulators of human SUMO1-mediated protein-protein interactions. P63165. SUMO1 binding to a labelled peptide, TR-FRET, 1 h. inhibition, % at 20 µM. actives 0.33% (n = 360,000). AID 602429; in the data active = inhibition above about 37%
Tb MetRS inh: Trypanosoma brucei MetRS inhibition | inhibition, % at 11.9 µM | actives 0.4% (n = 360,000) | purified T. brucei MetRS, ATP depletion, Kinase-Glo luminescence | AID 624268;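 active = inhibition above a per-plate cutoff of the control wells' mean inhibition plus 3 SD, cut at about 5.5% in these data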;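 note: 0% = DMSO wells median and 100% = median of wells with control inhibitor compound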
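technique = Kinase-Glo luminescence, ATP depletion format | system = purified MetRS (methionyl-tRNA synthetase) enzyme from Trypanosoma brucei | timing = 15 min preincubation, 2 h reaction, all 25 °C | evaluation = percent inhibition versus plate control medians | dosing = single dose, 11.9 µM final nominal, 0.9% final DMSO | also added = substrates ATP, L-methionine and bulk Escherichia coli tRNA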
Scp-1 inhibitor: inhibitors of human Scp-1 phosphatase | actives 0.88% (n = 340,000) | Recombinant Scp1, phosphopeptide, malachite green phosphate absorbance | AID 493091 | inhibition, % at 20 µM | Q9GZU7;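 active = inhibition above about 50% at 20 µM, limit read from the data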;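 note: plate controls were DMSO wells with enzyme for no effect and wells lacking enzyme for full effect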
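Times: enzyme reaction 45 min at room temperature, colour 5 min, stabilisation 30 min. Material: SCP-1 catalytic fragment, aa 76-261. Medium: Acidic Tris acetate buffer with magnesium and detergent. Signal: colorimetric free-phosphate detection, absorbance 630 nm. Read-out basis: % inhibition of SCP-1 phosphate liberation. Reagent: Phosphorylated 17-residue peptide substrate.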
E coli Lon inh: inhibits E. coli Lon protease. P0A9M0. inhibition, % at 7.94 µM. purified E. coli Lon protease, fluorescence polarization. actives 0.42% (n = 360,000); in the data active = inhibition above about 13%, passing the limit was not always enough;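 note: 0% = enzyme with probe and DMSO and 100% = no enzyme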
LMPTP inh: blocks human LMPTP phosphatase. P24666. recombinant LMPTP-A, OMFP fluorogenic substrate, fluorescence intensity. inhibition, % at 20 µM. actives 0.22% (n = 360,000);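 active = compounds that cut the enzyme signal by at least half of the control window in the single-dose screen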;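 note: plate controls were DMSO wells with enzyme plus substrate for no effect and substrate without enzyme for full effect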
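test system = LMPTP-A | amount = 0.625 nM LMPTP-A final | reagent = fluorogenic phosphatase substrate OMFP at 400 µM final | incubation = 50 min at room temperature | benchmarks = no-enzyme low control, uninhibited high control | medium = Bis-Tris pH 6.0, DTT, detergent | signal = fluorescence intensity of OMFP turnover product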
NRP1-CendR mod: modulators of CendR peptide binding to human neuropilin-1. O14786. FAM-RPARPAR peptide binding to NRP-1, fluorescence polarization. inhibition, % at 25 µM. actives 0.85% (n = 360,000);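 active = inhibition or corrected inhibition above about 18%, plus a signal ratio from 0.5 to 1.5, limit read from the data, passing the limit was not always enough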; note: strong numbers were not always called active
DNMT1 inh: blocks human DNA methyltransferase DNMT1. P26358. DNMT1 molecular beacon, Hinp1I cleavage, fluorescence. inhibition (reported as % activation of signal), % at 10 µM. actives 0.83% (n = 360,000); in the data active = inhibition above about 50%
Target sequence (P26358 504-1616 limits assumed): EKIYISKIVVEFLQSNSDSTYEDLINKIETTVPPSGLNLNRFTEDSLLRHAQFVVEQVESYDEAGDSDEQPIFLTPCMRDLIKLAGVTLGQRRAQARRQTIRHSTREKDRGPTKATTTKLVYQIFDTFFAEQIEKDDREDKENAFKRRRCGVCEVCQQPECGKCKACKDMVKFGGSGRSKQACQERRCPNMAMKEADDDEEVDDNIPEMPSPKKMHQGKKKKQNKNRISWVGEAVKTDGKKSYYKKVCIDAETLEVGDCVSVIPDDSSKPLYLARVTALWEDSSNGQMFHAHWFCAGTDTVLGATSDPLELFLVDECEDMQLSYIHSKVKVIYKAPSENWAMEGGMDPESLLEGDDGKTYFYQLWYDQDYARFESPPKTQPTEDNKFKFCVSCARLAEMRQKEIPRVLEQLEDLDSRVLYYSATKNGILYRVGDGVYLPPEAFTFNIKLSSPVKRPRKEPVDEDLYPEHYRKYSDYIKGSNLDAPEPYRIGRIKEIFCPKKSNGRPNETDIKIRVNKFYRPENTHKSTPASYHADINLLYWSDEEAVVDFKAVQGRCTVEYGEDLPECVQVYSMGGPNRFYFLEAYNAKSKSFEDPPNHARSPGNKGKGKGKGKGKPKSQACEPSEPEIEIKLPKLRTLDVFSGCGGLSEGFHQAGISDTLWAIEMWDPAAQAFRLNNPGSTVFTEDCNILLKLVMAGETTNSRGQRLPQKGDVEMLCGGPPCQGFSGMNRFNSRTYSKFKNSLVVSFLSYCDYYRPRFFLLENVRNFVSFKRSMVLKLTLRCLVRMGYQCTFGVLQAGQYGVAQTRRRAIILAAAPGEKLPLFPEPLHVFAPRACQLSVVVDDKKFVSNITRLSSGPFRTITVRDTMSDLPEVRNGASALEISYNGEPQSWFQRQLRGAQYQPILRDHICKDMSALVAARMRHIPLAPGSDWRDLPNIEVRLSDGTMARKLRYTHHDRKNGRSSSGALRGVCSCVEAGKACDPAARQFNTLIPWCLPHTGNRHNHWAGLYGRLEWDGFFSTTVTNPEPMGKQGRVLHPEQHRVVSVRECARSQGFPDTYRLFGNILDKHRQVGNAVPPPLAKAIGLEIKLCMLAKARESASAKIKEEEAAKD
MsrA inh: inhibitors of bovine MsrA; purified bovine MsrA, absorbance read-out; inhibition, % at 15.5 µM; actives 0.75% (n = 360,000); AID 651718; in the data active = inhibition above about 4.5%;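 note: 0% = vehicle wells with enzyme and 100% = reference inhibitor wells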
bovine MsrA act: activators of bovine methionine sulfoxide reductase A. purified bovine MsrA, absorbance read-out. activation, % at 10.6 µM. actives 0.3% (n = 360,000); in the data active = activation above about 7.5%;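 note: 0% = vehicle and 100% = reference activator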
* hit, by the source's call; · = not tested or not shown; & = joins results of further samples.

SMILES	STEP inh	SUMO1 PPI mod	Tb MetRS inh	Scp-1 inhibitor	E coli Lon inh	LMPTP inh	NRP1-CendR mod	DNMT1 inh	MsrA inh	bovine MsrA act
COc1ccccc1/C=N/NC(=O)CC(=O)NCc1cccnc1	3	-6	-1.2	-2	5	-0.5	17	2	1.2	-5
O=C(CN1CCOCC1)N/N=C/c1ccc(C(=O)O)cc1	-3	1	0.3	-10	-1	-2.9	12	-2	0.4	-2
COc1cccc(N2CCN(C(=O)c3oc4ccccc4c3NC(=O)Cc3ccc(OC)c(OC)c3)CC2)c1	-1	4	-0.6	3	7	3.0	-4	-7	0.0	-1
Cc1ccc(N(C)S(=O)(=O)c2cccc(C(=O)Nc3nnc(C4CC4)s3)c2)cc1	-4	6	-0.4	-9	-3	1.0	-12	0	-0.2	-3
O=C(Nc1c(Cl)cc(Cl)cc1C(=O)NCCN1CCOCC1)c1cccc([N+](=O)[O-])c1	-2	-15	-0.7	-5	-5	-2.3	-2	2	-1.1	-4
CC(=O)Nc1cccc(/C(C)=N/NC(=O)c2ccccc2Cl)c1	-1	5	0.2	-2	4	0.4	-7	2	0.7	-3
Cc1cccc(NC(=S)NC2CC3CCCC(C2)N3Cc2ccccc2)c1C (stereo unspecified)	21	11	-0.9	-6	6	-0.9	5	0	-1.5	-7
O=C(CN1N=C(c2ccc(Cl)cc2)CCC1=O)NCCN1CCc2ccccc2C1	-4	-1	0.3	-7	1	1.4	1	10	1.9	-3
O=C(NNC(=O)c1ccccc1F)c1ccco1	-1	9	-0.6	-1	2	-0.5	0	2	-1.1	-3
CC(C)CC(=O)Nc1nc(-c2ccc(S(=O)(=O)N3CCOCC3)cc2)cs1	0	6	-0.1	-5	0	0.4	9	-6	-1.0	-3
CCn1c(O)c(N=NC2=NC(=O)CS2)c2cc(C)ccc21	-23	-22	-0.1	-4	-2	0.9	4	4	2.5	-2
Cn1c(=O)c2c(nc(CN3CCN(c4ccccc4)CC3)n2Cc2c(F)cccc2Cl)n(C)c1=O	-1	-1	-0.5	-2	7	0.8	2	-5	0.9	-2
CS(=O)(=O)N1Cc2ccccc2CC1C(=O)O (stereo unspecified)	1	12	0.0	38	0	-0.3	-1	20	0.5	-5
COc1ccccc1N(CC(N)=O)S(=O)(=O)c1ccc(C)cc1	1	1	-1.1	-3	-2	-1.2	-21	1	0.6	-1
CCn1c(O)c(/C=C2\C=NN=C2c2ccccc2)sc1=S	0	-12	-0.4	-21	-14	1.1	2	6	0.0	-2

Three of these compounds, reformatted.
SMILES | STEP inh | SUMO1 PPI mod | Tb MetRS inh | Scp-1 inhibitor | E coli Lon inh | LMPTP inh | NRP1-CendR mod | DNMT1 inh | MsrA inh | bovine MsrA act
CCn1c(O)c(/C=C2\C=NN=C2c2ccccc2)sc1=S | 0 | -12 | -0.4 | -21 | -14 | 1.1 | 2 | 6 | 0.0 | -2
O=C(CN1CCOCC1)N/N=C/c1ccc(C(=O)O)cc1 | -3 | 1 | 0.3 | -10 | -1 | -2.9 | 12 | -2 | 0.4 | -2
Cc1ccc(N(C)S(=O)(=O)c2cccc(C(=O)Nc3nnc(C4CC4)s3)c2)cc1 | -4 | 6 | -0.4 | -9 | -3 | 1.0 | -12 | 0 | -0.2 | -3

(listing goes on)
SMILES	STEP inh	SUMO1 PPI mod	Tb MetRS inh	Scp-1 inhibitor	E coli Lon inh	LMPTP inh	NRP1-CendR mod	DNMT1 inh	MsrA inh	bovine MsrA act
COc1cccc(C(=O)N2CCN(C3CCC(c4ccccc4)CC3)CC2)c1OC (stereo unspecified)	-1	-1	-0.8	-7	3	-1.5	6	-1	0.8	-11
O=C(OCCN1CCCCC1)c1cc2ccccc2o1	-3	-1	-0.2	2	7	0.2	3	0	-0.2	-1
Cc1ccc2c(c1)c1c3n2CCNC3CCC1 (stereo unspecified)	-3&-1	4&-4	-0.5&-0.2	-4&0	4&6	-1.4&-2.8	4&5	5&1	-0.6&-0.7	-3&-1
CCn1c2ccccc2c2n[nH]c(=S)nc21	-1	-15	-1.4	-10	-7	0.6	-4	2	-0.9	4
O=C(c1ccccc1Cl)N1CCN(Cc2ccc3c(c2)OCO3)CC1	-3	3	0.0	-5	-2	0.0	2	2	-0.1	1
Cc1cccc(-n2ccnc2CN2CCC(CO)(Cc3ccccc3)CC2)c1	0	4	0.6	-9	-6	-2.0	5	-2	0.2	-2
Cn1c(SCC(=O)N/N=C/c2ccc([N+](=O)[O-])s2)nnc1-c1ccccc1	-3	-15	1.0	-2	4	-1.1	20	-18	1.1	0
Cc1noc(C)c1C(=O)NCc1ccccc1	4	3	-1.6	-15	-8	-1.9	8	4	0.1	-5
Cc1c(C(=O)N2CCN(c3ccccc3)CC2)oc2c(F)cccc12	0	13	-0.4	-6	-2	3.0	-9	-3	0.3	4
COc1cc(CNCCSc2nnnn2C)cc(Br)c1OCc1ccccc1F	1	0	-1.1	1	0	-2.7	18	-1	-0.6	-5
COc1ccccc1OCC(=O)Nc1ccccc1C(=O)NC1CC1	-4	5	-0.3	8	3	0.4	-7	3	-1.0	-12
O=C(NCCc1ccccn1)C(F)(F)C(F)(F)C(F)(F)C(F)(F)C(F)(F)C(F)(F)C(F)(F)C(F)F	-1	2	0.2	-6	-5	-0.3	3	5	-0.5	-3
Cc1cc(NS(=O)(=O)c2ccc(Br)s2)no1	1	2	0.1	0	4	-0.7	-14	3	0.7	-2
O=C(Nc1cccc(C(=O)N2CCCC2)c1)C1CCCC1	1	1	0.4	-4	4	-1.8	-7	3	1.2	-1
Cc1cnc(C)c(N2CCN(Cc3nc(-c4ccccc4)no3)CC2)n1	0	-5	-0.9	6	5	-1.4	-6	5	2.6	-5
O=C(NCCCc1ccccc1)N1CCOCC1	0	3	-0.2	-7	4	0.6	-6	0	-0.4	1
CN(C(=O)c1ccccc1C(=O)OCC(=O)c1ccc(F)c(F)c1)C1CCCCC1	0	1	-0.5	-10	-9	0.4	5	-3	-0.5	1
CCOc1ccc(C2NCCc3cc(OC)c(OC)cc32)cc1OC (stereo unspecified)	-2	-11	-0.9	1	5	-0.8	-12	2	0.9	-1
Cc1c(Cc2ccccc2)c(=O)oc2cc(O)ccc12	1	5	0.0	-2	6	1.1	-5	1	1.6	2
COc1ccc(Cn2nnnc2C(c2ccccc2Cl)N2CCN(C3CCCC3)CC2)cc1 (stereo unspecified)	2	1	-1.3	-10	-1	-0.5	0	-1	-0.3	-12
O=C(Nc1ccc(N2CCN(C(=O)c3ccco3)CC2)cc1)c1cccs1	0	4	0.3	-6	0	1.3	0	-5	0.7	-3
COc1ccc(C(C(=O)Nc2ccc(C(C)C)cc2)N(Cc2ccco2)C(=O)CC2NC(=O)NC2=O)cc1 (stereo unspecified)	-1	-3	-0.8	-11	-2	0.4	-5	2	-1.0	2
CCn1cc(C(=O)NCC(C)C)c(=O)c2cc(F)c(N3CCN(C(=O)c4ccco4)CC3)cc21	-2	9	-0.2	2	-5	1.1	6	0	-0.2	-3
COc1ccc(CC(=O)N2CC3(C)CC2CC(C)(C)C3)cc1 (stereo unspecified)	-2	-4	-0.1	-3	3	-0.6	-16	9	0.2	0
CCc1ccc(OCC(=O)OC(C)C(=O)Nc2ccc(Cl)cn2)cc1 (stereo unspecified)	0	-1	-0.6	4	2	1.4	1	-2	0.6	-10
COc1ccccc1CC(=O)Nc1ccc([N+](=O)[O-])cc1O	-2	-24	1.7	7	7	0.5	4	7	-0.6	-6
CCCOc1ccc(/C(O)=C2/C(=O)C(=O)N(c3cc(C)on3)C2c2ccc(C(=O)OC)cc2)cc1 (stereo unspecified)	6	-13	-0.1	-15	0	1.6	-1	2	0.6	-2
CCCC(=O)NCc1ccccc1Cl	-4	-1	-0.1	1	11	-0.7	2	4	0.1	-5
CCCCN(CC)S(=O)(=O)N1CCC(C(=O)NCCCN2CCOCC2)CC1	1	-2	-0.2	-5	-7	-2.2	12	13	-0.6	-1
Cc1cc(OCC(=O)Nc2ccncc2)c(C)cc1Br	0	-1	-0.3	7	-6	1.0	4	-3	0.7	-3

Another view of 5 compounds above:
Results follow in this order: STEP inh, SUMO1 PPI mod, Tb MetRS inh, Scp-1 inhibitor, E coli Lon inh, LMPTP inh, NRP1-CendR mod, DNMT1 inh, MsrA inh, bovine MsrA act
CCn1cc(C(=O)NCC(C)C)c(=O)c2cc(F)c(N3CCN(C(=O)c4ccco4)CC3)cc21
→ -2, 9, -0.2, 2, -5, 1.1, 6, 0, -0.2, -3
COc1ccc(CC(=O)N2CC3(C)CC2CC(C)(C)C3)cc1 (stereo unspecified)
→ -2, -4, -0.1, -3, 3, -0.6, -16, 9, 0.2, 0
CCc1ccc(OCC(=O)OC(C)C(=O)Nc2ccc(Cl)cn2)cc1 (stereo unspecified)
→ 0, -1, -0.6, 4, 2, 1.4, 1, -2, 0.6, -10
COc1ccccc1CC(=O)Nc1ccc([N+](=O)[O-])cc1O
→ -2, -24, 1.7, 7, 7, 0.5, 4, 7, -0.6, -6
CCCOc1ccc(/C(O)=C2/C(=O)C(=O)N(c3cc(C)on3)C2c2ccc(C(=O)OC)cc2)cc1 (stereo unspecified)
→ 6, -13, -0.1, -15, 0, 1.6, -1, 2, 0.6, -2

Next part
SMILES	STEP inh	SUMO1 PPI mod	Tb MetRS inh	Scp-1 inhibitor	E coli Lon inh	LMPTP inh	NRP1-CendR mod	DNMT1 inh	MsrA inh	bovine MsrA act
CCCCn1c2nc3ccccc3nc2c2c(=N)oc(C)nc21	-2	-16	-0.1	3	-14	0.1	-10	-7	0.1	-2
Cc1cc(C(=O)N/N=C/c2cccc(OC(=O)c3cccc(Br)c3)c2)n[nH]1	0	1	-0.2	-8	3	0.1	-1	5	1.0	-3
Cc1cc(OCC(=O)Nc2ccc(CN3CCOCC3)cc2)c2c(C)c(C)c(=O)oc2c1	1	-4	-0.4	12	-12	6.9	7	1	0.3	-3
Cc1cc(=O)n(C(C)c2ccccc2)n1C(C)c1ccccc1 (stereo unspecified)	1	-2	-0.4	2	4	-1.8	2	4	-0.6	-5
COc1ccc(C)cc1S(=O)(=O)Nc1ccc(-n2c(C)nc3ccccc3c2=O)cc1	-2	6	-0.5	6	-4	2.2	-5	0	-0.7	-14
CCc1ccc(-c2n[nH]nc2C2=CC(=O)C[C@H](c3ccc(F)cc3)C2)cc1	1	2	0.7	·	-3	3.8	4	2	-0.6	-1
COc1ccc(/C=C2\CCC/C(=C\C=N\N(C)C)C2=O)cc1	6	-40	-0.4	-24	-57	4.2	-94	0	-0.1	-1

Screens: PubChem, several laboratories
